Screening data (PubChem BioAssay)
ARFGAP1 inhibitor – inhibits rat ARF GTPase activating protein 1. Arfgap1-stimulated ARF1 GTP hydrolysis, GDP FP detection. actives 0.26% (n = 360,000). Q62848. AID 651572. inhibition, % at 16.5 µM;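 active = inhibition above a per-plate limit, mean inhibition of low control wells plus 3 SD, cut at about 25% in these data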;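 also: 0% = DMSO wells with enzyme and 100% = wells lacking Arfgap1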
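Replicates: Single well per compound | Assay system: Truncated rat Arfgap1 GAP domain | Control set: No-Arfgap1 wells (100%) versus DMSO full-reaction wells (0%) | Times: Enzyme reaction 120 min at 25 °C after 20 min preincubation | Reagent: Human ARF1(Δ1-17)-GTP substrate | Measured by: Tracer-displacement fluorescence polarization with EDTA stop, 620/688 nm | Measure: Percent inhibition of Arfgap1-stimulated GTP hydrolysis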
SIAE inh – inhibitors of human sialic acid acetylesterase SIAE | Q9HAT2 | SIAE FP-Rh probe binding, fluorescence polarization | inhibition, % at 9.66 µM | actives 0.69% (n = 370,000);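 active = inhibition above a cutoff: mean of compounds within the control limits plus 3 SD of those, cut at about 17% in these data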;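 also: 0% = plate median of compound wells and 100% = probe without SIAE protein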
ASAP1 inh – ASAP1 ArfGAP inhibition; Q9ULH1; ASAP1-stimulated ARF1 GTP hydrolysis, GDP FP detection; inhibition, % at 16.5 µM; actives 0.19% (n = 360,000); AID 624377; in the data active = inhibition above about 25%;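 also: 0% = vehicle with enzyme and substrate and 100% = no enzyme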
Target sequence (Q9ULH1 325-724 limits assumed): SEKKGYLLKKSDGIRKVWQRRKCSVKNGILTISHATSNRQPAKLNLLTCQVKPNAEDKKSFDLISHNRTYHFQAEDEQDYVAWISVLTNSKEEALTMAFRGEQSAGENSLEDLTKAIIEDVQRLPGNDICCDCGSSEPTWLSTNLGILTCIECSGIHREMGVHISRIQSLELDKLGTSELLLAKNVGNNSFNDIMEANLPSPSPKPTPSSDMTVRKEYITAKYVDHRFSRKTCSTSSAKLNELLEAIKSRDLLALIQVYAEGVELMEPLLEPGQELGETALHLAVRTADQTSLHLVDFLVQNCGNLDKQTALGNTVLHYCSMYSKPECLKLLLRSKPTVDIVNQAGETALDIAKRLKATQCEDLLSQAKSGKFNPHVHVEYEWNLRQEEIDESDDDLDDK
DDE Tn6 FP inh – DD(E)-Tn6 binding inhibition, primary FP screen; P02675; Fibrin DD(E) TRITC-Tn6 fluorescence polarization displacement; inhibition, % at 8.3 µM; actives 0.21% (n = 370,000); AID 720509;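 active = inhibition above a per-campaign cutoff: mean of compounds within control limits plus 3 SD, cut at about 15% in these data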;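 also: 0% = median of all compound wells on the plate and 100% = blocking peptide control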
TDP2 absorb – TDP2 (human) inhibition, absorbance primary screen. O95551. recombinant TDP2, T5PNP hydrolysis, p-nitrophenol absorbance 415 nm. inhibition, % at 12.8 µM. actives 0.34% (n = 370,000). AID 720702;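 active = inhibition above the mean of all tested compounds plus 3 SD, set per campaign, cut at about 25% in these data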;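 also: 0% = DMSO with enzyme and 100% = buffer with substrate but no TDP2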
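Material: recombinant human TDP2; quantity: TDP2 enzyme at 120 nM final; medium: Tris-HCl pH 7.5 with MgCl2; compound: single concentration, 12.8 µM nominal, with 1% DMSO; incubation: 2 h enzyme incubation at 37 °C; signal: epi absorbance; measure: percent inhibition; benchmarks: high control without enzyme, low control DMSO plus TDP2; repeats: singlicate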
Tn7 DDE FP – disrupts Tn7 cyclic peptide binding to fibrin D-Dimer-E complex. actives 0.13% (n = 370,000). inhibition, % at 8.3 µM. P02675. FP displacement of FITC-Tn7 peptide from fibrin DD(E); 0% = median of compound wells per plate;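 active = inhibition above the mean of compounds falling within the control limits plus 3 SD of them, cut at about 14% in these data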;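 also: 0% = plate median of compound wells and 100% = 10 µM Aha-Tn7 peptide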
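Also added: labelled Tn7 tracer, 0.1 µM; Assay system: human fibrin DD(E) protein; Amount: 2 µM fibrin DD(E); Schedule: 10 min compound pre-incubation, 3 h probe incubation at room temperature; Repeats: one replicate per compound; Read-out basis: percent inhibition; Measured by: fluorescence polarization of the labelled Tn7 tracer.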
PLCb3 inh – inhibitors of human phospholipase C beta3. Q01970. Purified PLC-beta3, fluorogenic substrate, fluorescence. inhibition, % at 12.2 µM. actives 0.18% (n = 370,000); in the data active = inhibition above about 11%;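 also: 0% = median of compound wells on plate and 100% = full blocker control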
ADAM10 inh – ADAM10 inhibition, QFRET primary screen | O14672 | recombinant ADAM10, EDANS/DABCYL FRET peptide cleavage, 3 h | inhibition, % at 7 µM | actives 0.62% (n = 370,000) | AID 720582;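 active = inhibition above a per-campaign cutoff equal to the mean of compounds falling between control-based bounds plus 3 SD, cut at about 20% in these data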;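 also: 0% = DMSO wells while the 100% control is not disclosed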
ADAM17 inh – inhibits human ADAM17. P78536. inhibition, % at 6.95 µM. actives 0.83% (n = 370,000). recombinant ADAM17, EDANS/DABCYL FRET peptide cleavage. AID 720648;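 active = inhibition above the mean of compounds lying between control limits plus 3 SD, set per campaign, cut at about 8.5% in these data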;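 also: 0% = DMSO-only wells as the low control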
Target sequence (P78536 215-824 limits assumed): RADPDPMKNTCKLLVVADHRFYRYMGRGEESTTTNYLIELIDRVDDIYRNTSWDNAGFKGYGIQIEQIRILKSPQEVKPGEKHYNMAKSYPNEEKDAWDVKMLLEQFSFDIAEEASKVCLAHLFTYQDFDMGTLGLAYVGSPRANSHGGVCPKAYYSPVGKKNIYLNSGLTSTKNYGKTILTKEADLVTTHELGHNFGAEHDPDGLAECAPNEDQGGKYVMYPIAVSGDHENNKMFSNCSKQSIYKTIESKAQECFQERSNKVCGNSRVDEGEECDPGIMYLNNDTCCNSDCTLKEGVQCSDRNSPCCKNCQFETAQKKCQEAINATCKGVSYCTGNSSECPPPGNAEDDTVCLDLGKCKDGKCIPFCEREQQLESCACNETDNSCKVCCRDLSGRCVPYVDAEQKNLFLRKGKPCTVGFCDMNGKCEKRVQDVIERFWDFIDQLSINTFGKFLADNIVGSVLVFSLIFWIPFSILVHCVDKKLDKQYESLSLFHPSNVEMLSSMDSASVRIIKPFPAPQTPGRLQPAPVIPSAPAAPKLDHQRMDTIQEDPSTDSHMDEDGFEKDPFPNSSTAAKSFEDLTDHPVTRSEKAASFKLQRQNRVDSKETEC
PLC-gamma1 inh – PLC-gamma1 (human) inhibition, primary screen. P19174. purified PLC-gamma1, fluorogenic substrate, fluorescence. inhibition, % at 12.2 µM. actives 0.84% (n = 370,000). AID 720700; in the data active = inhibition above about 9.5%
* marks the source's active call; other numbers are inactive results; i = inactive.

ARFGAP1 inhibitor	SIAE inh	ASAP1 inh	DDE Tn6 FP inh	TDP2 absorb	Tn7 DDE FP	PLCb3 inh	ADAM10 inh	ADAM17 inh	PLC-gamma1 inh	canonical_smiles
8.9	0.0	-5.2	2.9	3.7	2.4	-0.2	-2.7	-1.8	3.5	O=C(CC1C[C@H](C(=O)N2CCOCC2)[C@@]2(CCC3CCCC3)c3[nH]c4ccccc4c3CCN2C1=O)NCCc1ccccn1 (stereo partly drawn)
3.0	-1.8	11.1	3.1	-2.4	-5.6	-63.4	4.5	-1.0	-33.9	Cc1ccc(NC(=O)CC(N)=S)cc1
-0.5	13.3	15.9	1.0	7.2	4.5	-328.4	i	-333.1	-236.1	COc1cc2cc(C(=O)NCCc3c[nH]c4ccccc34)c(N)nc2cc1OC
2.8	-0.1	2.2	1.0	18.3	-3.0	-1.4	4.6	-0.6	0.0	COC(=O)c1ccccc1NC(=O)CNCCc1ccc(OC)c(OC)c1
0.7	1.7	10.7	4.1	-2.6	3.2	0.0	0.2	-3.6	4.1	COc1cc(CCC(=O)N2CCN(c3ccccc3Cl)CC2)cc(OC)c1OC
-0.5	4.7	5.6	2.2	-3.7	3.3	-2.3	-0.1	-1.8	1.5	C/C(=N\NC(=S)NC1CCCCC1)c1ccc(C#N)cc1
0.3	-2.3	4.2	-2.4	-0.8	0.2	-3.1	-2.5	-6.0	1.2	CC1(C)Cc2noc(N)c2C(C)(C)N1OC(=O)c1ccccc1
1.1	11.5	9.1	3.8	-3.3	-3.6	-28.6	12.1	32.5*	-18.7	Oc1c(C(c2ccccn2)N2CCC(Cc3ccccc3)CC2)cc(Cl)c2cccnc12 (stereo not drawn)
-0.8	0.8	-14.7	2.9	2.4	-0.4	-5.5	-2.7	0.8	1.8	Brc1ccccc1C1=Nn2c(nnc2-c2ccco2)SC1
6.4	-7.0	-13.1	-6.2	-14.9	0.7	-6.4	-10.9	2.0	5.8	CN(C(=O)CC1C(=O)NCCN1Cc1cccc(F)c1F)C1CC(C)(C)NC(C)(C)C1 (stereo not drawn)
-0.1	-6.6	-1.1	-1.4	-1.5	-5.1	-2.8	-1.9	-4.0	1.4	COc1cc(C(=O)N2CCN(C(=O)c3ccco3)CC2)c([N+](=O)[O-])cc1OC
0.1	10.6	-5.2	1.6	8.2	1.3	-58.2	-28.2	-11.9	-43.5	CCOc1ccc2nc(NCCNC(=O)c3cc(OC)c(OC)c(OC)c3)c(C#N)cc2c1
-1.2	-1.0	6.4	2.4	-4.0	-3.2	-1.7	-2.0	-3.2	0.5	CSc1ccccc1NC(=O)CN1C(=O)C2CC=CCC2C1=O (stereo not drawn)
2.8	6.0	-13.3	-2.1	-2.0	-0.4	0.9	-2.7	-3.8	-1.3	CCCCCn1c(CN2CCCCC2CC)nc2c1c(=O)n(C)c(=O)n2C (stereo not drawn)
-7.1	-0.7	7.2	2.7	1.9	1.1	-7.2	-5.5	-5.6	-8.6	O=S(=O)(c1cccs1)N1CCN(C/C=C/c2ccccc2)CC1
0.6	-10.5	10.2	-8.1	3.8	-6.0	-4.7	1.2	-2.7	-4.1	O=C(N/N=C/c1ccsc1)c1cc(-c2ccncc2)nc2ccccc12
-17.0	-2.5	-7.5	-1.6	-3.2	5.7	-3.0	-3.9	-5.5	2.3	O=C(Nc1ccc(N2CCOCC2)cc1)c1ccc(S(=O)(=O)NCc2ccco2)cc1
-3.7	6.7	0.3	8.9	-2.2	1.2	-4.5	-6.5	-6.2	-0.1	COc1ccc(CNC(=O)C(=O)NCC2OCCN2S(=O)(=O)c2ccc(C)cc2)cc1 (stereo not drawn)
-4.0	11.7	4.5	11.1	-12.8	7.6	-0.6	6.0	1.4	5.8	CC1CC(C)CN(C(=O)C2CC(=O)N(c3ccc(F)cc3)C2)C1 (stereo not drawn)
-4.8	-3.9	-8.7	-0.2	-10.2	-5.5	2.6	-2.3	0.9	5.5	COc1ccc(NC(=O)c2cccc(S(=O)(=O)N3CCc4ccccc43)c2)c(OC)c1
5.6	-44.5	-0.4	0.3	3.0	-0.5	1.1	-0.8	-0.1	-0.3	CC(C)(C)OC(=O)N(Cc1ccccc1)Cc1ccc(OCc2cccc(NC(=O)c3ccccc3)c2)cc1
-10.7	-2.1	-5.7	4.4	13.6	-3.4	-8.8	-0.6	-5.1	0.9	Cc1cccc(NC(=O)COC(=O)c2ccc([N+](=O)[O-])o2)c1C
14.2	0.5	7.2	-2.9	-2.5	-5.7	2.2	4.1	-1.4	5.4	CC(C)n1c(-c2cccnc2)nc2cnccc21
-9.1	-2.4	9.4	6.2	10.4	2.7	0.3	5.3	-0.5	-2.6	Cc1nc(C)c(C(=O)C2=C(O)C(=O)N(CCN3CCOCC3)C2c2cccs2)s1 (stereo not drawn)
3.7	-3.2	-1.3	5.2	1.7	2.4	6.0	2.0	-2.6	-1.6	Cc1cc2ncn(C(=O)c3c(-c4ccccc4Cl)noc3C)c2cc1C
18.8	-26.7	-1.6	-3.3	-7.7	-3.4	-79.3	-10.0	-0.8	-45.6	c1csc(CNc2nc(-c3cccs3)nc3ccccc23)c1
-0.7	-0.3	6.2	3.8	-3.2	-7.4	1.0	6.7	1.2	-0.9	Cc1cc(C)c(C(=O)CN2C(=O)NC3(CCCCCC3)C2=O)cc1C
-17.6	-7.8	-14.9	-7.3	0.4	-2.1	-13.7	10.8	3.9	-9.8	O=c1cc(N2CCCCC2)c(-c2ccccc2)nn1Cc1c(Cl)cccc1Cl
-0.1	-1.2	3.0	-5.2	2.0	8.0	-1.0	-0.8	-6.5	3.0	CC1(C)CC(=O)C2=C(C1)N(Cc1cccnc1)C(=O)C2(NC(=O)c1ccc(F)cc1)C(F)(F)F (stereo not drawn)
9.1	1.8	12.0	-7.7	12.7	-2.9	-8.2	-0.8	-1.6	-4.6	O=C(O)CCn1c(SCCOc2ccccc2)nc2ccccc21

Rewritten with two lines to a compound: part of the list above.
Below each compound: ARFGAP1 inhibitor | SIAE inh | ASAP1 inh | DDE Tn6 FP inh | TDP2 absorb | Tn7 DDE FP | PLCb3 inh | ADAM10 inh | ADAM17 inh | PLC-gamma1 inh
CCOc1ccc2nc(NCCNC(=O)c3cc(OC)c(OC)c(OC)c3)c(C#N)cc2c1
  0.1 | 10.6 | -5.2 | 1.6 | 8.2 | 1.3 | -58.2 | -28.2 | -11.9 | -43.5
CSc1ccccc1NC(=O)CN1C(=O)C2CC=CCC2C1=O (stereo not drawn)
  -1.2 | -1.0 | 6.4 | 2.4 | -4.0 | -3.2 | -1.7 | -2.0 | -3.2 | 0.5

Continuation.
ARFGAP1 inhibitor	SIAE inh	ASAP1 inh	DDE Tn6 FP inh	TDP2 absorb	Tn7 DDE FP	PLCb3 inh	ADAM10 inh	ADAM17 inh	PLC-gamma1 inh	canonical_smiles
2.1	5.5	1.9	2.1	-0.9	4.7	-3.3	-2.6	-1.3	1.8	CCOC(=O)N1CCN(c2cc3[nH]c(=S)[nH]c3cc2F)CC1
3.3	6.6	-13.9	10.1	7.3	7.4	-1.9	-3.0	-2.7	2.3	CC1C(=O)Nc2ccc(S(=O)(=O)N3CCc4ccccc4C3)cc2NC1=O (stereo not drawn)
-2.3	-8.3	-1.8	4.8	-8.1	6.5	-2.6	-2.1	-2.9	0.4	NS(=O)(=O)c1cc2c(cc1Cl)NC(CSCc1ccccc1)=NS2(=O)=O
5.7	4.8	0.7	-10.9	3.0	1.6	-2.2	-1.8	-8.7	-5.3	CCn1cc(C2=NC(C)CO2)c2ccccc21 (stereo not drawn)
-1.7	0.8	7.4	3.3	-1.0	-0.7	i	i	-379.5	i	O=C(COc1ccc2c(c1)C(=O)CC1(CCCCC1)O2)NCc1ccccn1
5.3	-0.8	-8.8	6.8	-9.3	1.9	-3.3	-1.3	1.8	3.8	CC(C)N1CCN(CC#Cc2ccccc2)CC1CCO (stereo not drawn)
-1.0	-3.1	4.4	4.7	3.4	4.6	-7.3	-2.2	-8.0	4.9	Cc1ccc(S(=O)(=O)NC(CC(C)C)C(=O)N2CCCC2)cc1 (stereo not drawn)
2.4	1.3	-3.7	1.0	5.8	2.3	-1.1	-3.6	-3.9	4.0	Cc1nccn1CC(O)COc1ccc([N+](=O)[O-])cc1 (stereo not drawn)
2.5	-5.4	2.8	6.8	-11.3	2.9	-299.0	i	-170.0	-253.1	CCC(C)NC(=O)c1cnn2c(C)c3c(nc12)CCCC3 (stereo not drawn)
0.9	-4.8	8.0	-3.9	1.1	6.4	-2.0	2.0	-5.2	5.4	O=C(CSc1nnc(-c2cccs2)n1Cc1ccccc1)N1CCc2ccccc2C1
12.3	-0.5	-0.5	-1.6	-6.5	-2.8	2.2	-6.8	-2.0	1.1	NC(=S)N=Nc1c(O)[nH]c2c(Br)cc(Br)cc12
-1.0	10.7	-12.7	5.3	13.8	-3.2	-5.4	0.5	-0.8	0.1	COc1ccccc1C(=O)Nc1ccnn1C1CCN(C(=O)C2CCOC2)CC1 (stereo not drawn)
4.4	6.6	10.4	-4.3	-15.1	2.6	-211.7	17.6	11.4*	-157.6	O=C1CC(c2ccco2)CC(O)=C1C=Nc1cc(Cl)ccc1O (stereo not drawn)
0.4	-2.2	-11.5	-4.4	-3.5	0.3	-7.0	-22.2	-9.0	-4.1	COCCNC(=O)C1Cc2c(ccc3ccccc23)O1 (stereo not drawn)
7.6	2.7	-6.5	3.0	0.3	0.7	-0.7	3.1	-3.7	-1.8	Cc1cc(C(=O)N2CCCC(N3CCN(c4cccc(Cl)c4)CC3)C2)nn1C (stereo not drawn)
2.8	8.8	10.0	0.7	3.1	-2.9	1.6	-3.5	5.3	5.4	COc1ccc(CN(Cc2ccc(OC)cc2)S(=O)(=O)c2ccc(-n3cnnn3)c(C)c2)cc1
7.3	-3.5	2.2	-7.1	-1.7	0.1	-1.7	3.4	1.6	0.9	COC(=O)c1sc(S(=O)(=O)Nc2ccc(C)c(C)c2)c(C(=O)OC)c1C
3.6	7.2	-4.3	-2.8	-26.1	0.6	-4.2	8.4	3.3	1.7	CCn1cc(CCCC(=O)NCc2ccccc2OC)c2ccccc21
-1.2	-2.7	4.0	-9.2	1.8	0.3	-9.7	-37.8	-16.0	-8.1	O=C(COC(=O)c1cc(S(=O)(=O)NCc2ccccc2)ccc1O)NCc1ccccc1
-10.6	-0.1	-6.2	3.4	-16.5	-9.6	-22.8	-14.7	-5.4	-18.4	O=C(Nc1ccccc1)Nc1ccccc1C(=O)NCc1ccco1
17.9	11.4	5.0	5.0	1.4	-0.5	-44.6	-2.8	1.3	-31.3	COc1ccc2oc(C(=O)Nc3ccc(N4CCOCC4)cc3)c(C)c2c1
11.9	-3.6	-4.1	0.4	-14.8	2.6	-8.1	5.5	-6.1	-1.4	CCc1ccccc1S(=O)(=O)c1c(C)cc(C)nc1Cl
